Compound activity deposited in PubChem BioAssay by National Center for Advancing Translational Sciences (NCATS).
Eya2 inh – qHTS Assay for Inhibitors of the Phosphatase Activity of Eya2; Potency, µM (series often up to 76.9 µM), without a hit: at the top dose activity, negative = inhibition, most hits filed as inhibitors; Protein phosphatase EYA2 (Homo sapiens), O00167; actives 0.006% (n = 330,000); recombinant Eya2, OMFP fluorescence dephosphorylation (OMFP is methylfluorescein phosphate); AID 488837, 2010; also: potency is read from the fitted curve at half-maximal effect; % is scaled to controls: 0 for no effect and ±100 for the full control effect
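Eya2 protein (added as 0.2 uM solution) was preincubated with compound for 10 min at ambient temperature in 50 mM HEPES pH 7.5, 50 mM NaCl, 5 uM MgCl2, 0.05% BSA, 1 mM DTT. OMFP (added at 50 uM) then reacted 10 min; fluorescence read at 485/525 nm.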
TRPV1 agonist – HTS Assay for Compounds that Act as Agonists of the Vanilloid Receptor 1 | Transient receptor potential cation channel subfamily V member 1 (Homo sapiens), Q8NER1 | TRPV1-expressing cells, Fluo-8 calcium influx, agonist mode | activation, % at 8.33 µM | actives 0.19% (n = 320,000) | AID 540275, 2011; in the data active = activation above about 80%; inconclusive = between about 30% and that limit; also: 0% is about no effect
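TRPV1-expressing cells were cultured overnight at 35.5C and loaded with Fluo-8 calcium dye for 40 to 90 min at room temperature. After a 10 s baseline, compound was added and calcium influx was read kinetically for 3 min (ex 480/em 520 nm).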
KCNH2 3.1 inh – qHTS for Inhibitors of KCHN2 3.1: Mutant qHTS | U2OS KCNH2 3.1, thallium flux FluxOr; stronger effect = lower value | activity change, % (tested at about 1.8 µM) | actives 0.95% (n = 340,000) | AID 720553, 2013;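 active = maximum activity change below -70%; inconclusive = maximum activity change from -70% to -50%; inactive = maximum activity change above -50%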;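 also: thallium influx rate constant from kinetic fluorescence after stimulation buffer; % is scaled to controls: 0 for no effect and ±100 for the full control effect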
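Normalized rate constant (relative to positive and negative DMSO controls) derived from a 2 min kinetic fluorescence read after stimulation; U2OS cells expressing the 3.1 isoform via virus at 1.77 x 10^8 /mL.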
TCR act – Activators of T cell receptors: qHTS campaign. primary human leukocytes, anti-CD3, IL-2 HTRF, 48 h. Potency, µM (doses to about 9.22 µM), for the others: at the highest dose activation of IL-2 secretion, hits mostly activators. 330,000 tested, under 10 active; also: % of control where 0% means no effect
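IL-2 release read by HTRF sandwich (Eu cryptate donor, d2 acceptor, 665 nm emission) after 48 hr exposure of primary human leukocytes to compound together with anti-CD3 beads in the absence of co-stimulatory signals.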
hERG WT inh – qHTS for Inhibitors of KCHN2 3.1: Wildtype qHTS. Voltage-gated inwardly rectifying potassium channel KCNH2 (Homo sapiens), Q12809. U2OS, BacMam KCNH2, thallium flux FluxOr; stronger effect = lower value. activity change, % at 1.84 µM. actives 0.37% (n = 340,000). AID 720551, 2013;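 active = maximum activity change below -70%; inconclusive = maximum activity change between -70% and -50%; inactive = maximum activity change above -50%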; also: % is scaled to controls: 0 for no effect and ±100 for the full control effect
Target sequence (Q12809 whole entry, looked up): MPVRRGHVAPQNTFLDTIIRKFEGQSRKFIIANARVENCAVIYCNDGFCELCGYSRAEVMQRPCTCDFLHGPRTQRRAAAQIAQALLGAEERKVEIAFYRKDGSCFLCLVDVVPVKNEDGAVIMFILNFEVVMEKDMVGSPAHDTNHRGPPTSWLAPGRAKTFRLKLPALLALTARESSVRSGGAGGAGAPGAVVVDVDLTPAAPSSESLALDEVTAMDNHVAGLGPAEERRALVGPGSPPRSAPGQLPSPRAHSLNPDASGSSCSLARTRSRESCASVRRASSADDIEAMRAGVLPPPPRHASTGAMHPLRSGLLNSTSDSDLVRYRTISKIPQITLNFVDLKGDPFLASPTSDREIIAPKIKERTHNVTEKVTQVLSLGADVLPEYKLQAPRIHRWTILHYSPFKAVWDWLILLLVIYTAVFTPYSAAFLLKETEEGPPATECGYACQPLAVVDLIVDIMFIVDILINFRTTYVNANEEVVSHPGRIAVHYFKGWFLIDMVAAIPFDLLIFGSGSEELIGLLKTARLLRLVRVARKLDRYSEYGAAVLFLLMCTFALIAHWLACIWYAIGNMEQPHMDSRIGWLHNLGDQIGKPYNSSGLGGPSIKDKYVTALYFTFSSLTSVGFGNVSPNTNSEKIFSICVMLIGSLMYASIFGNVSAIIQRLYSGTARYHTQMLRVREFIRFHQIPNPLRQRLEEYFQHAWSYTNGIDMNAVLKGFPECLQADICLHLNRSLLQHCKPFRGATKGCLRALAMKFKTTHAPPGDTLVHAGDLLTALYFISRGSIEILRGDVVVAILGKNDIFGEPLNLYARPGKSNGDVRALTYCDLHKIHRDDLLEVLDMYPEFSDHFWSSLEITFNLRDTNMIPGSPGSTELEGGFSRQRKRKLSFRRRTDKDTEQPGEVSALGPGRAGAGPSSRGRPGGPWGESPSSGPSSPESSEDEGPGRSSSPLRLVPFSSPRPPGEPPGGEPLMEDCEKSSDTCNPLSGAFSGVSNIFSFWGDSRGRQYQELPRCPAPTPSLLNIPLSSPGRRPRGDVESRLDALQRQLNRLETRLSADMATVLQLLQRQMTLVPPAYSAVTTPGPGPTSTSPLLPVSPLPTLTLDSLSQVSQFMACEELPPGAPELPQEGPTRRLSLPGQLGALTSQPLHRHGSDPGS
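U2OS cells were transduced with wild-type KCNH2 virus (2.03 x 10^8 / mL) for 4 h at room temperature, then cultured overnight at 37 C. Thallium flux was read with FluxOr dye. Rate constants were normalized to DMSO controls.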
USP2a block – qHTS Assay for Inhibitors of Ubiquitin-specific Protease USP2a Using CHOP2 as the Reporter | USP2 core, Ub-CHOP2 coupled fluorogenic reporter, 485/531 | actives 0.01% (n = 330,000) | Potency, µM (doses to about 38.3 µM), without a hit: at the top dose activity change, negative = inhibition, actives largely listed as inhibitors | AID 463254, 2010 | Ubiquitin carboxyl-terminal hydrolase 2 (Homo sapiens), O75604;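 also: potency is read from the fitted curve at half-maximal effect; plate controls were DMSO wells for no effect and full inhibition by NEM control for full effect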
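Cell-free coupled assay: 10nM USP2 core preincubated 30min RT with compound in Tris-HCl pH 8.0/CaCl2/CHAPS buffer, then 25nM Ub-CHOP2 and 25nM reporter substrate; fluorescence (Ex 485/Em 531) read after 60min RT, normalized to NEM inhibition, concentration-response curves fitted.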
ELG1 DNA repair – qHTS screen for small molecules that inhibit ELG1-dependent DNA repair in human embryonic kidney (HEK293T) cells expressing luciferase-tagged ELG1; HEK293T ELG1-luciferase reporter, luminescence, 16 h; DNA damage induced by 5-fluorouridine; Potency, µM (top dose mostly 46.1 µM), for inactives: top-dose activity change, negative = inhibition, most hits filed as inhibitors; actives 2.3% (n = 330,000); AID 504467, 2011; also: potency is read from the fitted curve at half-maximal effect; % is scaled to controls: 0 for no effect and ±100 for the full control effect; nearly all actives have a fitted effect of over 55% in size
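DMSO vehicle served as the neutral condition. Each well held 2,000 cells given 5-fluorouridine plus compound; after 16 hr at 37 °C/5% CO2, ONE-Glo was added and luciferase measured 30 min later.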
Mito fusion act – qHTS Assay for Small Molecule Inhibitors of Mitochondrial Division or Activators of Mitochondrial Fusion | S. cerevisiae fusion-defective mutant growth rescue, CellTiterGlo 48 h | Potency, µM (titrated, usually from 46.1 µM), inactives show at the highest dose growth rescue (activation), most hits filed as activators | actives 0.23% (n = 320,000);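 also: potency is read from the fitted curve at half-maximal effect; % of control where 0% means no effect; nearly all actives have a fitted effect of over 45% in size; temperature-sensitive fusion mutants such as fzo1-1 at 37 °C on non-fermentable ethanol glycerol medium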
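Yeast fusion mutant, YPEG (non-fermentable carbon), compound, 48 h at 37C non-permissive; CellTiterGlo added, 10 min RT, luminescence read. Rescued growth = division inhibition.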
A-T KAP1 phos – qHTS Assay for Identifying a Potential Treatment of Ataxia-Telangiectasia. […] A-T fibroblasts, KAP-1 phosphorylation AlphaLISA; neocarzinostatin DNA damage 30 min before lysis. Potency, µM (series often up to 57.5 µM), for inactives: at the top dose activation, most hits filed as activators. actives 0.19% (n = 320,000); also: potency is read from the fitted curve at half-maximal effect; % of control where 0% means no effect; nearly all actives have a fitted effect of over 45% in size
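hTERT-immortalized A-T patient fibroblasts ([…]), 500 cells/well in OPTI-MEM, 1% FBS, got compounds for 60 min, then NCS for 30 min at 37C. Lysates were then assayed for phospho-KAP-1 by AlphaLISA (anti-pKAP1 donor, anti-KAP1 acceptor beads), 6 hr at 25C.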
TSHR antagonist – Antagonists of the Thyroid Stimulating Hormone Receptor: HTS campaign; Thyrotropin receptor (Homo sapiens), P16473; TSHR-expressing cells, TSH-stimulated cAMP HTRF, 2 h; stronger effect = lower value; activity change, negative = inhibition, % at 11.5 µM; actives 0.2% (n = 330,000);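 active = activity change below a set negative limit, meaning inhibition stronger than a set level, cut at about -70% in these data; inconclusive = activity change between two set negative limits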; also: % is scaled to controls: 0 for no effect and ±100 for the full control effect
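Cell-based HTRF cAMP assay; TSHR cells + compound, TSH EC80 (4nM final), 2 h, 37 deg C. Lysis with anti-cAMP cryptate and cAMP-d2, 30 min RT, read 665/620 nm.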
Starred values were filed as active, the others as inactive; ? = inconclusive; . = no result given; & = joins results of further samples; [ ] = another dose, or the depositor's remark. Unless noted, calls follow the shape of the dose curve; as a rule, active = well fitted curve in the direction sought with a large enough effect; inconclusive = small, poorly fitted or top-dose-only effect, or another doubt; inactive = no such curve, though single readings can be large; an effect the other way counts as inactive or inconclusive. The list is partial, so the mix of outcomes need not match the whole.

SMILES	Eya2 inh	TRPV1 agonist	KCNH2 3.1 inh	TCR act	hERG WT inh	USP2a block	ELG1 DNA repair	Mito fusion act	A-T KAP1 phos	TSHR antagonist
CCn1c(CC(=O)Nc2ccccc2)nnc1SCC(=O)Nc1nnc(C)s1	3.9%	-3.2	16.8	2.2%	-1.9	-0.1%	11.5%	-1.9%	4.0%	5.3
Cc1ccc(S(=O)(=O)NCCCOC(=O)Nc2ccncc2)cc1	0.6%	5.5	10.9	-12.1%	-11.4	2.0%	?	-1.1%	7.1%	-0.4
O=C1C(CSCc2ccccc2)NC(=S)N1c1ccccc1 (stereo not drawn)	?	3.5	-8.2	-15.7%	11.6	-7.8%	?	-4.7%	35.5µM*	31.6
Cc1ccc(CSCC(=O)NCCc2ccccc2)cc1	-10.7%	21.7	-10.9	-1.5%	-3.7	-3.7%	?	12.4%	2.1%	-0.1
CCn1nc(C(=O)NNS(=O)(=O)c2ccc(C)cc2)c2ccccc2c1=O	-5.2%	.	-22.2	-1.7%[46.1 µM]	-0.1	0.7%	5.0%	.	-0.8%	-11.1
COC(=O)c1ccc(/C=C(\C#N)c2ccccn2)cc1	-28.3%	?	19.8	6.1%	-5.3	1.0%	?	2.7%	-2.4%	-0.8
COc1ccc(/C=N/NC(=O)c2ccncc2)cc1CN1CCOCC1	3.1%	0.1	2.5	4.6%	18.7	0.2%	-1.5%	-1.3%	-1.4%	-3.5
CCCCn1c(N)c(N(CC(C)C)C(=O)C2CSC3(C)CCC(=O)N23)c(=O)[nH]c1=O (stereo not drawn)	8.3%	-1.0	17.0	-7.1%	-5.5	2.6%	0.9%	-9.1%	3.7%	8.3
Cc1ccc(S(=O)(=O)Oc2ccc(N3C(=O)C4C5CCC(C5)C4C3=O)cc2)cc1 (stereo not drawn)	-11.5%	-0.8	1.3	0.3%	10.1	-0.2%	8.2µM*	0.0%	6.3%	-6.9
O=C(CSc1ccccc1C(=O)O)NCC1CCCCC1	-1.1%	2.4	4.0	.	-9.8	2.5%	-5.1%	-6.2%	-1.1%	22.0
COc1ccc(Cn2nnnc2C(C(C)C)N(Cc2ccco2)Cc2cccs2)cc1 (stereo not drawn)	-11.4%	22.0	9.9	5.6%	3.2	-7.2%	1.2%	-4.8%	7.7%	18.1
Cn1nc(-c2ccc(Cl)cc2)c2cc(C(=O)NCc3ccco3)sc21	-3.5%	-3.1	2.2	-1.4%	-15.0	-2.8%	25.9µM*	2.4%	7.7%	-10.3
CN(Cc1cnn(-c2ccc(F)cc2)c1)Cc1nc(Cc2ccccc2)no1	?	?	-10.2	-54.7%	0.4	-2.7%	?	10.8%	4.5%	15.2
CC1(C)NC(=O)NC2(C)NC(=O)NC(C)(C)C12 (stereo not drawn)	-9.0%	-1.6	-4.0	1.1%	-3.0	1.4%	3.6%	3.4%	2.1%	-2.0
COc1cccc(NC(=S)NCCCN2CCOCC2)c1	-0.2%	-6.5	.	-9.0%[46.1 µM]	1.8	0.8%	16.7%	-5.6%	1.3%	5.0
Cc1ccc(-c2nnc(N3CCN(C(=O)COc4ccccc4)CC3)c3ccccc23)cc1	-4.9%	20.1	-11.6	2.4%	27.4	-0.6%	20.6µM*	13.1%	2.0%	-23.8
COc1ccc(Cn2c(=O)[nH]c3cc(C(=O)N4CCN(c5ccccc5OC)CC4)ccc3c2=O)cc1	0.5%	-0.9	0.0	-9.5%	-10.4	-1.6%	20.6µM*	-3.7%	-0.2%	-9.1
CC(=O)c1c(C)[nH]c(C(=O)Nc2cccc(C)c2C)c1C	0.4%	15.0	5.6	-6.2%	9.3	-0.4%	?	6.8%	1.3%	1.9
C/C(N)=C(/C#N)C(=O)CSc1nnc(Nc2cccc(C)c2)s1	1.1%	-0.3	5.8&4.7	-4.5%	8.0&-5.7	4.6%	?	-2.2%	-1.0%	-0.6
Cc1cc(=O)c(C(=O)O)nn1-c1ccccc1Cl	-1.1%	-0.9	21.4	2.8%	-8.6	-1.3%	4.4%	-11.1%	-5.6%	-15.2

3 entries from above, ordered by the number in TRPV1 agonist, highest first.
molecule | TRPV1 agonist
Cc1ccc(S(=O)(=O)Oc2ccc(N3C(=O)C4C5CCC(C5)C4C3=O)cc2)cc1 (stereo not drawn) | -0.8
COc1ccc(Cn2c(=O)[nH]c3cc(C(=O)N4CCN(c5ccccc5OC)CC4)ccc3c2=O)cc1 | -0.9
CCn1c(CC(=O)Nc2ccccc2)nnc1SCC(=O)Nc1nnc(C)s1 | -3.2

The results go on:
SMILES	Eya2 inh	TRPV1 agonist	KCNH2 3.1 inh	TCR act	hERG WT inh	USP2a block	ELG1 DNA repair	Mito fusion act	A-T KAP1 phos	TSHR antagonist
Cc1c(Cl)c([N+](=O)[O-])nn1CC(=O)NCC1CCCO1 (stereo not drawn)	-0.8%	1.5	10.6	-6.6%	-0.5	-0.2%	2.7%	-1.6%	-0.8%	-1.2
C=CCN1C(=O)C(C)(C)N(C(=O)c2cccc([N+](=O)[O-])c2)c2ccccc21	-3.8%	-1.6	4.9	.	-3.5	-1.5%	?	-3.4%	0.4%	-22.1
COC(=O)c1c(NC(=O)Cn2nc(C(F)F)cc2C(F)F)sc(C)c1C	-3.1%	5.6	-75.5*	-1.5%	-11.4	-2.4%	?	2.0%	-6.1%	9.3
COC(=O)N1C(=O)[C@@](c2ccc(OC)cc2)(C(C)C)N1C(=O)OC	0.2%	-1.1	14.5	-0.1%	-11.5	-1.3%	?	0.6%	12.3%	24.4
NS(=O)(=O)c1ccc(CCNCC(=O)NC2CC2)cc1	20.9%	-0.8	-9.4	-2.8%	0.5	0.6%	12.2%	-1.7%	0.5%	-5.2
O=C(COc1ccc2c3c(c(=O)oc2c1)CCCC3)NCCN1CCOCC1	0.3%	1.2	-1.4	5.9%	4.2	0.6%	0.5%	-12.7%	2.9%	-11.3
CCn1c(C)[n+](CC)c2ccc(C(=O)N(C)c3ccccc3)cc21	7.4%	1.1	-1.4	-1.5%	.	2.6%	-4.5%	2.1%	-0.9%	1.3
CN(C(=O)Nc1cccc(C(F)(F)F)c1)C1CCCCC1	-3.4%	10.2	16.3	-2.2%	3.4	-0.7%	0.0%	3.9%	1.0%	4.9
O=C(NCC1CCCO1)C(=O)NCC(c1ccco1)N1CCN(c2ccccc2F)CC1 (stereo not drawn)	3.4%	2.0	-6.8	6.1%	-10.6	3.6%	1.7%	-0.4%	.	-0.5
CC(=O)NCCCc1c[nH]c2ccc(Cl)cc12	-7.1%	16.4	8.6	-2.5%	0.9	-4.2%	?	1.2%	8.8%	-2.9
Cc1cccc(CN2CCN(Cc3cccc(-n4cccn4)c3)CC2CCO)n1 (stereo not drawn)	-12.3%	0.6	15.4	-0.1%	10.7	3.9%	-5.5%	-1.8%	2.5%	-0.5
Cc1nc(NC(=O)CSc2nnc(Cn3nnc4ccccc43)n2C)sc1C	0.9%	-1.7	7.3	-2.5%	-5.4	3.9%	2.2%	-3.9%	-3.9%	-3.1
COc1ccc(OC(C)C(=O)N(C)Cc2nc(-c3ccccc3)no2)cc1 (stereo not drawn)	-4.9%	8.3	7.4	-60.8%	-14.6	3.0%	-6.3%	-9.4%	0.6%	-12.9
O=C(Nc1ccc(Cl)cc1C(=O)Nc1ccc(Br)cn1)c1ccco1	.	24.8	11.6	0.8%	2.3	.	.	3.1%	.	.
COc1ccc(-n2ccnc2SCC(=O)Nc2cc(C)on2)cc1	-6.2%	0.7	.	-2.3%	20.7	-5.1%	-1.0%	2.0%	12.1%	-0.5
O=C(NCC(c1cccs1)N1CCOCC1)c1cn(-c2ccccc2)nc1-c1ccc(Cl)cc1 (stereo not drawn)	13.7%	20.0	0.8	-79.6%	3.4	1.8%	?	?	3.9%	0.7
CCN(c1cccc(C)c1)S(=O)(=O)c1c(C)[nH]c(C)c1C(=O)N1CCCCC1	4.8%	-6.0	46.7	-4.5%	9.4	2.3%	12.3%	10.5%	-0.7%	-7.2
CCCC(=O)NC(=S)Nc1ccc(N2CCN(C(=O)c3cccs3)CC2)cc1	-1.9%	-0.9	-9.3	-13.7%	-3.0	0.9%	16.4µM*	6.4%	-1.5%	5.3
